High-throughput results as filed in PubChem.
PfM18AAP inh: PfM18AAP inhibitors, malaria aminopeptidase, primary screen, biochemical, QFRET, recombinant enzyme; H-Glu-NHMec fluorogenic cleavage; 1.2% of 290,000 active; M18 aspartyl aminopeptidase (Plasmodium falciparum 3D7); inhibition, % at 7.35 µM;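 active = inhibition above the campaign mean inhibition over all tested compounds plus 3 SD, cut at about 28% in these data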;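 note: 0% = plate median of test compound wells and 100% = 2 mM ZnCl2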
IDE cell inh: human IDE inhibitors in live cells, primary screen, fluorescence polarization, HEK cells, FAbetaB substrate. AID 434962, 2010. inhibition, % at 5.59 µM. 0.41% of 320,000 active. Insulin-degrading enzyme (Homo sapiens), P14735. FAbetaB cleavage;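 active = percent inhibition above the average of all tested compounds plus 3 SD, set per screening campaign, cut at about 16% in these data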;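 note: IDE supplied by intact live HEK cells; FP after avidin binding of uncleaved biotin substrate so inhibition keeps polarization high; 0% = DMSO wells and 100% = 60 µM reference IDE inhibitor Ii1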
Target sequence (P14735 whole entry, looked up): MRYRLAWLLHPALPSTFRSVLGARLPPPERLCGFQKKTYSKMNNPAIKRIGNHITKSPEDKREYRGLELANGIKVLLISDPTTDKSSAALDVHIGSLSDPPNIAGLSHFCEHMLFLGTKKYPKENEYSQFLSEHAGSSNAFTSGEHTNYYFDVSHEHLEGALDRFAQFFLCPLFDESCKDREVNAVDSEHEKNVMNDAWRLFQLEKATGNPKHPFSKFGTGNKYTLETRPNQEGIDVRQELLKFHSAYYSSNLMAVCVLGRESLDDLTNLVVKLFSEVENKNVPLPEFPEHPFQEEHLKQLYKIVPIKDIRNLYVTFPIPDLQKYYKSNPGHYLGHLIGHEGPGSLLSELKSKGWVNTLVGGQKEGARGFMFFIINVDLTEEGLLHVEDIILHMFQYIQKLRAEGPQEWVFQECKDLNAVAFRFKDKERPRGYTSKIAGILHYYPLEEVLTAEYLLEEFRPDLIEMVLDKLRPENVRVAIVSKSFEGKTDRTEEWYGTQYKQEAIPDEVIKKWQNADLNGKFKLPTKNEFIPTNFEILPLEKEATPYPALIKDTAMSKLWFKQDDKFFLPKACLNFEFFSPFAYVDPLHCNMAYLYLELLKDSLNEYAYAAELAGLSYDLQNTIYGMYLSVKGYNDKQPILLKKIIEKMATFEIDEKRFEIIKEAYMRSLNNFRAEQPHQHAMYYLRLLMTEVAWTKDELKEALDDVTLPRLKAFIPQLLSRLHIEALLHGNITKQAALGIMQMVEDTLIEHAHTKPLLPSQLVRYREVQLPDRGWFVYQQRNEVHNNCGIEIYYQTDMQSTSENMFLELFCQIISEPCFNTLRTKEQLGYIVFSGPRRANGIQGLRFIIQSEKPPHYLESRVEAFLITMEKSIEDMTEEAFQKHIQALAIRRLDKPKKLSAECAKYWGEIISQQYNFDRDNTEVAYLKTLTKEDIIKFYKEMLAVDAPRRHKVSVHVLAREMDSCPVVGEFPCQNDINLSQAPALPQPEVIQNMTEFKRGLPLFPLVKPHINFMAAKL
MEKK3 PB1 HTS: modulators of MEKK3-MEK5 PB1 binding, primary screen, biochemical, wildtype MEKK3, multiplex bead flow cytometry, Alexa488-MEK5 | bead-based flow cytometry, Alexa488-MEK5 binding to MEKK3; actives lie on both sides; 0 = blocked by unlabeled MEK5, 100 = vehicle | binding response (% of control), % at 10 µM | 1.4% of 290,000 active | AID 1529, 2009;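 active = binding response more than 3 SD above or below the average of its plate-row segment, actives on both sides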;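 note: Alexa488 bead fluorescence after subtracting the streptavidin-only scavenger bead signal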
SUMO HTRF inh: inhibitors of in vitro SUMOylation cascade, primary screen, biochemical, HTRF, uHTS. SUMO-conjugating enzyme UBC9 (Homo sapiens), P63279. HTRF SUMOylation assay, SAE1/SAE2 + UBC9. inhibition, % at 35 µM. 0.36% of 290,000 active; in the data active = inhibition above about 50%, passing the limit was not always enough; note: strong numbers were not always called active
p-CIP stab down: p/CIP-EGFP fusion destabilizers, primary screen, fluorescence, F442A cells; Q05BA5; 16 h; decrease of EGFP signal, % at 10 µM; 0.01% of 290,000 active;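 active = EGFP signal decrease of at least 30% at 10 µM or well 3 SD below plate mean, unless failing retest; inactive = the rest, including hits failing retest or dose response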; note: some compounds called inactive have numbers as strong as hits; many of its hits are not listed in these tables
MEKK2mut PB1 HTS: MEK5 binding signal on mutant MEKK2 PB1, primary screen, biochemical, multiplex bead flow cytometry, Alexa488-MEK5; 0.35% of 290,000 active; Alexa488-MEK5 binding to MEKK2 mutant; percent response, % at 10 µM; in the data active = percent response above about 24%, passing the limit was not always enough; note: inactives centre near 1; some results filed as inactive read as strong as hits; reference of the scale not given here
NALP1 inh: NALP1 inflammasome inhibitors in reconstituted yeast, colorimetric, S. cerevisiae, triplicate retest. S. cerevisiae NALP1/ASC/caspase-1 growth, X-gal OD620, 72 h. inhibition, % at 10 µM. 0.61% of 280,000 active. AID 2071, 2009; in the data active = inhibition mostly above about 24%, no sharp cut-off; inactive = mostly below about 32%; note: some compounds called inactive have numbers as strong as hits
MEKK2 WT-MEK5: modulators of MEK5 binding to wildtype MEKK2, primary screen, biochemical, multiplex bead flow cytometry, Alexa488-MEK5. Alexa488-MEK5 binding to MEKK2 WT; actives lie on both sides. binding response (% of control), % at 10 µM. 1.1% of 290,000 active. AID 1531, 2009; in the data active = binding response below about 67% or above about 130%
IDE act: human IDE activators in live cells, primary screen, fluorescence polarization, HEK cells, FAbeta-B substrate; 0.073% of 340,000 active; activation, % at 5.96 µM; FAbeta-B cleavage; 0% vehicle, 100% cell-free pure enzyme wells; AID 493087, 2011; Insulin-degrading enzyme (Homo sapiens), P14735;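 active = activation above the mean of all tested compounds plus 3 SD, set per screening campaign, cut at about 17% in these data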
* = called active by the depositor; . = not tested or not shown. An excerpt; the hit share may differ from the screen's.

SMILES	PfM18AAP inh	IDE cell inh	MEKK3 PB1 HTS	SUMO HTRF inh	p-CIP stab down	MEKK2mut PB1 HTS	NALP1 inh	MEKK2 WT-MEK5	IDE act
Cc1ccc(N2CCN(CCc3ccccc3)CC2)cc1	-10	2	104	7	-12	11	5	105	-2
COc1c(C)cc(C(=O)C2CCCN(Cc3ccccn3)C2)cc1C (stereo unspecified)	5	2	102	9	-20	-6	7	103	4
O=C1NC(=O)N(c2ccccc2)C(=O)/C1=C/c1coc2ccc(O)cc2c1=O	28	6	79	31	-7	-9	.	78	-7
COc1ccc(C(=O)C(C)(C)NO)cc1	-3	0	95	15	-14	3	13	102	1
O=c1[nH]c(=O)n(-c2ccc(F)cc2)c(O)c1/C=C1\C=Nc2ccccc21	32*	4	105	18	0	8	2	104	-1
CNCCc1c[nH]c2ccccc12	-3	-3	111	-2	4	3	14	106	.
Cc1ccccc1CC(=O)N(CCN(C)C)CC1CCCN(Cc2ccccc2F)C1 (stereo unspecified)	-2	0	106	-4	11	12	2	114	2
CCOC(=O)C1CN(C)CCC1=O (stereo unspecified)	-9	1	101	0	-10	2	-9	102	5
O=C1NC(=O)C2(Cc3ccccc3N3CCOCC32)C(=O)N1c1ccccc1 (stereo unspecified)	1	4	84	17	-4	-2	6	90	9
COP(=O)(OC)Oc1ccc(C(O)C(Cl)(Cl)Cl)cc1 (stereo unspecified)	-6	0	104	3	-2	17	.	103	5
CC/C(=N\NC(=S)Nc1ccccc1)c1c(O)[nH]c(=O)[nH]c1=O	-33	0	92	3	7	-6	.	103	3
CCc1ccc(N2C(=O)NC(=O)/C(=C\C=C\c3ccco3)C2=O)cc1	26	5	83	13	-33	-24	.	74	-26
FC(F)(F)c1ccccc1NC1=NCCCS1	-5	-1	102	15	5	3	14	105	-5
CCCCn1c(O)c(C(C)=Nc2cccc(C(=O)O)c2)c(=O)[nH]c1=O	6	10	103	0	3	3	-2	107	-2
CCNc1nc2[nH]c(=O)c3c(c2s1)OC(N)=C(C#N)C3c1cccs1 (stereo unspecified)	9	1	.	15	-4	.	13	.	0
OC(CN1CCC(c2c[nH]c3ccccc23)CC1)C(F)(F)F (stereo unspecified)	5	-1	100	-2	-10	6	17	102	-2
Cc1ccc2c(c1)C1CN(C)CCC1N2C(=O)CCCN1C(=O)c2cccc3cccc(c23)C1=O (stereo unspecified)	1	-3	95	-3	-9	-3	21	103	5
COc1cccc(CN2CCN(C(=O)COc3ccc4ccccc4c3)CC2)c1	-9	0	105	-21	-2	4	6	104	5
CC[C@H]1CN(C)CCc2c([nH]c3ccccc23)C(=O)C[C@@H]1/C(=C\OC)C(=O)OC	.	-1	106	.	.	4	.	106	-2
COC(=O)C1=C(c2cc3ccccc3o2)C[C@@H]2CC[C@H]1N2C(=O)NC(C)C	.	-2	105	.	.	2	.	102	-1

Rewritten with bars between the fields: part of the list above
SMILES | PfM18AAP inh | IDE cell inh | MEKK3 PB1 HTS | SUMO HTRF inh | p-CIP stab down | MEKK2mut PB1 HTS | NALP1 inh | MEKK2 WT-MEK5 | IDE act
Cc1ccc(N2CCN(CCc3ccccc3)CC2)cc1 | -10 | 2 | 104 | 7 | -12 | 11 | 5 | 105 | -2
COc1c(C)cc(C(=O)C2CCCN(Cc3ccccn3)C2)cc1C (stereo unspecified) | 5 | 2 | 102 | 9 | -20 | -6 | 7 | 103 | 4
O=C1NC(=O)N(c2ccccc2)C(=O)/C1=C/c1coc2ccc(O)cc2c1=O | 28 | 6 | 79 | 31 | -7 | -9 | . | 78 | -7
COc1ccc(C(=O)C(C)(C)NO)cc1 | -3 | 0 | 95 | 15 | -14 | 3 | 13 | 102 | 1
O=c1[nH]c(=O)n(-c2ccc(F)cc2)c(O)c1/C=C1\C=Nc2ccccc21 | 32* | 4 | 105 | 18 | 0 | 8 | 2 | 104 | -1
CNCCc1c[nH]c2ccccc12 | -3 | -3 | 111 | -2 | 4 | 3 | 14 | 106 | .
Cc1ccccc1CC(=O)N(CCN(C)C)CC1CCCN(Cc2ccccc2F)C1 (stereo unspecified) | -2 | 0 | 106 | -4 | 11 | 12 | 2 | 114 | 2
CCOC(=O)C1CN(C)CCC1=O (stereo unspecified) | -9 | 1 | 101 | 0 | -10 | 2 | -9 | 102 | 5
O=C1NC(=O)C2(Cc3ccccc3N3CCOCC32)C(=O)N1c1ccccc1 (stereo unspecified) | 1 | 4 | 84 | 17 | -4 | -2 | 6 | 90 | 9
COP(=O)(OC)Oc1ccc(C(O)C(Cl)(Cl)Cl)cc1 (stereo unspecified) | -6 | 0 | 104 | 3 | -2 | 17 | . | 103 | 5
CC/C(=N\NC(=S)Nc1ccccc1)c1c(O)[nH]c(=O)[nH]c1=O | -33 | 0 | 92 | 3 | 7 | -6 | . | 103 | 3
CCc1ccc(N2C(=O)NC(=O)/C(=C\C=C\c3ccco3)C2=O)cc1 | 26 | 5 | 83 | 13 | -33 | -24 | . | 74 | -26

Further entries follow.
SMILES	PfM18AAP inh	IDE cell inh	MEKK3 PB1 HTS	SUMO HTRF inh	p-CIP stab down	MEKK2mut PB1 HTS	NALP1 inh	MEKK2 WT-MEK5	IDE act
CC1CCC(C(=O)NC(C(=O)N2CCC3(CC2)OCCO3)C(C)C)CC1 (stereo unspecified)	2	6	103	30	-11	-3	20	102	1
Cc1c(NC(=O)C(C)OC(=O)Cc2ccccc2)c(=O)n(-c2ccccc2)n1C (stereo unspecified)	2	-2	101	14	-9	2	18	97	-1
O=C1N(c2ccc(Cl)cc2)C(c2cccnc2)N2CCCN12 (stereo unspecified)	-4	-2	94	-1	8	-7	-6	93	-4
CC(Cc1ccccc1)NC(=O)/C=C/C(=O)O (stereo unspecified)	-7	-1	88	2	-2	-3	25	93	2
O=C1NC(=O)N(c2ccccc2F)C(=O)/C1=C/c1ccc(Sc2nc3ccccc3[nH]2)o1	-10	34*	88	21	-20	1	11	79	-44
O=C1/C(=C\c2ccncc2)N2CCC1CC2	11	-1	100	22	0	1	14	107	.
CC(=O)NC1C(OC(=O)Cc2ccccc2)OC(COC(C)=O)C(OC(C)=O)C1OC(C)=O (stereo unspecified)	1	2	104	10	-2	5	-18	103	-1
O=C(COc1ccc2ccccc2c1)N1CCN(C2CCN(Cc3ccccc3)CC2)CC1	-1	4	104	10	-2	4	29	123	-1
COc1cc2c3cc1Oc1cc(ccc1O)C[C@@H]1c4c(cc(OC)c(O)c4Oc4ccc(cc4)C[C@H]3N(C)CC2)CCN1C	11	4	107	10	0	10	0	134*	0
O=C(N/N=C/c1c(O)n(Cc2ccc(F)cc2)c(=S)[nH]c1=O)c1ccncc1	5	11	96	-4	-16	6	8	106	13
COP(=O)(OC)C(NC(C)=O)C(Cl)(Cl)Cl (stereo unspecified)	5	-1	99	-1	0	2	-2	96	5
COC(=O)C1C2c3ccccc3C(c3ccccc32)C1C(=O)OC (stereo unspecified)	-2	0	104	-6	-3	0	-4	101	2
CCC(CC)NCc1c[nH]c2ccccc12	2	-1	96	5	-8	-8	-4	88	-3
CCN1C[C@]2(CO)CC[C@H](OC)[C@@]34C2[C@H](OC)[C@@](O)(C13)[C@@]1(O)C[C@H](OC)[C@H]2C[C@@H]4[C@@H]1[C@H]2OC	-1	3	105	3	-4	12	5	107	-1
O=C(C(=O)N1CCOCC1)c1cn(Cc2ccccc2)c2ccccc12	-10	-2	96	9	9	-12	19	86	5
CC12CCCCC1N(O)CN2O (stereo unspecified)	-10	-1	104	-35	-2	9	-6	106	-5
CCOC(=O)CC1=C(C(=O)OCC)C2(C(=O)N1CC(=O)OC)C(C#N)=C(N)Oc1ccccc12 (stereo unspecified)	-3	5	93	-16	-2	0	-1	92	-6
CCCC(C)C1(CC)C(=O)NC(=O)N=C1N (stereo unspecified)	2	0	103	-7	20	-1	.	101	7
O=C(Nc1ccc2c(c1)OCO2)c1cn(Cc2ccc(F)cc2)nn1	-10	2	104	2	-6	12	-15	108	5
CCCS(=O)(=O)N1CCCC(C(=O)N2CCC3(CC2)OCCO3)C1 (stereo unspecified)	0	1	100	25	-5	11	3	100	5
CC(=NCCN1CCCCC1)c1c(O)[nH]c(=O)[nH]c1=O	8	6	98	3	-6	-2	8	93	4
CN(C)c1ccc(NC(=O)CN2C(=O)CN=C(c3ccccc3)c3cc(Cl)ccc32)cc1	8	-2	100	-19	2	13	22	110	6
C[C@H](NC(=O)N1C[C@H]2C[C@@H](C1)c1cccc(=O)n1C2)C(=O)Nc1cccc(F)c1	-3	2	102	6	12	4	16	105	4
C=Cn1ccnc1P(=S)(c1nccn1C=C)C1CCCCC1	-2	3	.	0	-3	.	3	.	4
CN1C(=O)C(=Cc2ccc(N3CCCCCC3)o2)C(=O)N(C)C1=S	9	12	99	2	-456	-22	-2	76	-27
CN=C(SCC(=O)c1cccc(Cl)c1)c1c(O)n(C)c(=O)n(C)c1=O	3	-4	75	0	0	-26	.	80	0
CN(C)C(=O)Oc1ccc(OCc2cccc[n+]2C)cc1	2	6	99	-2	-23	-2	22	101	2
CCOC(=O)c1cccc(NC(=O)c2c(O)[nH]c(=O)[nH]c2=O)c1	.	1	107	.	.	3	.	107	-3
CC1CC(OC(=O)c2ccccc2)CC(C)N1C (stereo unspecified)	-6	-2	96	0	7	-3	16	93	0
Cc1cccn2c(=O)c3cc(C(=O)N4CCC5(CC4)OCCO5)n(C)c3nc12	2	4	.	18	-11	.	8	.	4
C=C(C)c1cccc(C(C)(C)NC(=O)NC2CN3CCC2CC3)c1 (stereo unspecified)	-2	0	100	-14	-18	-2	4	103	-1
